14-3-3 PPI – modulators of 14-3-3 gamma protein binding, primary screen, biochemical, fluorescence polarization | 14-3-3 protein gamma (Homo sapiens), P61981 | FP, 14-3-3gamma / TMR-pS259-Raf peptide binding | inhibition, % at 40 µM | 0.19% of 160,000 active | AID 422, 2006; in the data active means inhibition above about 30%;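 further: 0% = protein plus tracer without compound and 100% = blank with tracer alone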
Target sequence (P61981 whole entry, looked up): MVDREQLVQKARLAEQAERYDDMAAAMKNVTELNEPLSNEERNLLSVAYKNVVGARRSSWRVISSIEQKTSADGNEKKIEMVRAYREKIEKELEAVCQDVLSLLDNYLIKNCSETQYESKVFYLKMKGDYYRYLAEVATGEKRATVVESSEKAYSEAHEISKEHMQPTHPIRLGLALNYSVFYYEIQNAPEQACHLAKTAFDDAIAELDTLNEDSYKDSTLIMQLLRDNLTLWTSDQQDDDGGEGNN
* = called active by the depositor; & = joins results of further samples. Only part of the results is shown. The share of hits here may be higher or lower than overall.

SMILES | 14-3-3 PPI
COc1ccc(S(=O)(=O)Cc2ccc(C(=O)N3CCN(c4cc(Cl)ccc4C)CC3)o2)cc1 | 1
CCCC1=C(C(=O)OCC)C(c2cc(Br)ccc2OC)n2ncnc2N1 (configuration not stated) | 4
CCOc1cc(C2NC(=S)NC(C)=C2C(=O)Nc2ccc(F)cc2)ccc1O (configuration not stated) | 0
Cc1nc(N2CCOCC2)c2c(C)c(C(=O)Nc3ccccc3C(F)(F)F)sc2n1 | -4
CC1(C)CC2CC(C)(CN2CC(=O)C(C#N)c2ccccc2)C1 (configuration not stated) | -7
Nc1nnc(CC2=CCCCC2)s1 | 4
NC(=O)CCSc1ccc(Cl)cc1 | -6
CCCCn1c2nc3ccccc3nc2c2c(=O)n(CCC(C)C)cnc21 | -8
CCOc1ccc(-n2cc(C(=O)N3CCC(C)CC3)c3cc(OC)c(OC)cc3c2=O)cc1 | -5
Cc1ccc(Cl)cc1NC(=O)CCNS(=O)(=O)c1cccc2nonc12 | -26
O=C1CC(c2cccs2)CC2=C1C(c1cccc(I)c1)Nc1ccccc1N2 (configuration not stated) | 4
Cc1c(Cl)cccc1-c1ccc(C(=O)Nc2ccc(N3CCOCC3)c(Cl)c2)o1 | -5
CCOC(=O)c1ccc(-n2c(N)c(C(=O)NCc3ccco3)sc2=S)cc1 | -5&6
CCOC(=O)C1C(c2ccc([N+](=O)[O-])cc2)NC(=S)NC1(C)O (configuration not stated) | 5
Cc1ccc(Nc2nc(N)nc(CN3CCCCCC3)n2)c(C)c1 | 3
Cc1ccc(NC(=O)C2CCN(S(=O)(=O)c3c(C)n[nH]c3C)CC2)cc1C | -10
Cc1cc(C)n(-c2nc3c(c(=O)[nH]c(=O)n3C)n2CC(C)C)n1 | -3
COc1ccc2cc3cc(C(=O)NCc4cccs4)sc3nc2c1 | -5
Fc1ccccc1CSc1nnc(C(F)(F)F)o1 | 1
CCCC1=C(C(=O)OCC)C(c2cc(Cl)cc(OC)c2OCC(=O)OCC)NC(=O)N1 (configuration not stated) | 2
CC1(C)CC(=O)c2cc(OCC(=O)NCCCN3CCN(c4ccc(F)cc4)CC3)ccc2O1 | -5
C=CCNc1sc(C(=O)C2CC2)c(N)c1C#N | -12
CCOC(=O)c1cnc2c(C(=O)OC)cccc2c1NCc1ccco1 | -4
Cc1cccc(Oc2nc3c(c(=O)n(C)c(=O)n3C)n2Cc2ccc(Cl)cc2)c1C | 5
COc1ccccc1-c1c(C(F)(F)F)oc2cc(OC(=O)C(C)C)ccc2c1=O | -3
O=C(NC1CCCC1)c1sc(=S)n2c1[nH]c(=O)c1ccccc12 | -13&-69
CCC(=O)N1CCN=C1SCc1ccccc1C | 6
C=C(C)COc1ccc(-c2nc(N)ncc2-c2ccc(OC)cc2)c(O)c1 | 1
COc1ccc(C2NC(c3ccc(OC)cc3)C(C)C(=O)C2C)cc1 (configuration not stated) | -20
Cc1ccc(-c2ccccc2)n1-c1cccnc1 | -9

Another view of some results above:
14-3-3 PPI	molecule
-3	COc1ccccc1-c1c(C(F)(F)F)oc2cc(OC(=O)C(C)C)ccc2c1=O
-13&-69	O=C(NC1CCCC1)c1sc(=S)n2c1[nH]c(=O)c1ccccc12
6	CCC(=O)N1CCN=C1SCc1ccccc1C

Entries above that have a Cl atom (6):
SMILES | 14-3-3 PPI
COc1ccc(S(=O)(=O)Cc2ccc(C(=O)N3CCN(c4cc(Cl)ccc4C)CC3)o2)cc1 | 1
NC(=O)CCSc1ccc(Cl)cc1 | -6
Cc1ccc(Cl)cc1NC(=O)CCNS(=O)(=O)c1cccc2nonc12 | -26
Cc1c(Cl)cccc1-c1ccc(C(=O)Nc2ccc(N3CCOCC3)c(Cl)c2)o1 | -5
CCCC1=C(C(=O)OCC)C(c2cc(Cl)cc(OC)c2OCC(=O)OCC)NC(=O)N1 (configuration not stated) | 2
Cc1cccc(Oc2nc3c(c(=O)n(C)c(=O)n3C)n2Cc2ccc(Cl)cc2)c1C | 5

The list goes on:
SMILES | 14-3-3 PPI
CCOC(=O)c1ccc(NC(=O)CC2SC(=Nc3ccc(C)cc3)NC2=O)cc1 (configuration not stated) | -3
Cc1ccc(C)c(N2CN(CCc3ccccc3)CNC2=S)c1 | -1
COc1ccc(S(=O)(=O)NC2CCCCC2C)cc1OC (configuration not stated) | 2
O=C(COC(=O)c1ccc2c(c1)C(=O)N(c1ccccc1Cl)C2=O)c1cccc([N+](=O)[O-])c1 | 0
Cc1cccc(N2CCN(C(=O)c3ccc(N4CC5CC(C4)c4cccc(=O)n4C5)c(NC(=O)c4cccc(C(F)(F)F)c4)c3)CC2C)c1 (configuration not stated) | -11
O=C(Nc1cccc(NC(=O)C2CCCCC2)c1)c1cccc(Cl)c1 | 3
COc1ccc(CNC(=O)C2CCN(Cc3nc(-c4cccc(Br)c4)oc3C)CC2)cc1 | -3
CCc1cc2c(N3CCN(c4nnc(CC)s4)CC3)ncnc2s1 | 5
N#C/C(C(=O)c1ccccc1)=C1/SC=C(N)N1c1ccccc1 | -278
O=C(c1ccc(Sc2ccccc2Cl)c([N+](=O)[O-])c1)N1CCN(c2ccc(F)cc2)CC1 | 8
COC(=O)c1sc(C(=O)OC)c2c1OCCO2 | 5
COc1ccc(Cl)cc1NC(=O)CSc1nccn1-c1cccc(C)c1C | -4
CCC(Sc1nc(-c2ccccc2)cc(=O)[nH]1)C(=O)O (configuration not stated) | -5
COc1cc(C(=O)n2c(SCc3ccc(F)cc3)nc3ccccc32)cc(OC)c1OC | 2
Cc1ccc(CNC(=O)CCCn2c(=S)[nH]c3cc4c(cc3c2=O)OCO4)o1 | -6

The list goes on; it opens with the 4 that closed the last part.
SMILES | 14-3-3 PPI
COc1ccc(Cl)cc1NC(=O)CSc1nccn1-c1cccc(C)c1C | -4
CCC(Sc1nc(-c2ccccc2)cc(=O)[nH]1)C(=O)O (configuration not stated) | -5
COc1cc(C(=O)n2c(SCc3ccc(F)cc3)nc3ccccc32)cc(OC)c1OC | 2
Cc1ccc(CNC(=O)CCCn2c(=S)[nH]c3cc4c(cc3c2=O)OCO4)o1 | -6
Cc1cc(-c2ccccc2)n2nc(C)cc2n1 | 4
CC1(C)CC(=O)C(C=N)=C(O)C1 | -1
CCOc1ncccc1C(=O)OCC(=O)N1CC(=O)Nc2ccccc21 | 4
CC1CCN(S(=O)(=O)c2ccc3nc(-c4ccccn4)cc(C(=O)NC4CCCC(C)C4C)c3c2)CC1 (configuration not stated) | -33
Cc1ccc(CCNC(=O)C2CCCN(S(=O)(=O)c3cnc[nH]3)C2)cc1 (configuration not stated) | 3
CCCCS(=O)(=O)NC1=NCN(c2ccc([N+](=O)[O-])cc2)CN1 | -3
O=C1c2ccccc2C(=O)N1c1n[nH]c(CCc2ccccc2)n1 | -7
CCOc1cc(C2NC(=O)NC(C)=C2C(=O)OC(C)C)ccc1O (configuration not stated) | -5
CN1CCN(C(=O)C2CCN(S(=O)(=O)c3cnc[nH]3)CC2)CC1 | -6
O=C(CCN1CCN(C2c3ccccc3-c3ccccc32)CC1)Nc1ccccc1F | -12
COc1ccc2c3c(c(=O)oc2c1OCC(=O)C(C)(C)C)CCCC3 | 0
CN(C)c1oc(-c2ccc(Cl)cc2)nc1S(=O)(=O)c1ccc(Cl)cc1 | -2
O=C(CSc1nc2c(sc3ccccc32)c(=O)n1Cc1ccc2c(c1)OCO2)NCc1ccco1 | -8
CC(=O)C1=C(O)C(=O)N(CCO)C1c1ccc(F)cc1 (configuration not stated) | 2
O=C(Nc1cccc(C(F)(F)F)c1)c1ccc(N2CC3CC(C2)c2cccc(=O)n2C3)c(NC(=O)c2cccnc2)c1 (configuration not stated) | -4
Cc1c(Cl)cccc1NC(=O)c1ccc([N+](=O)[O-])cc1 | -1
CC1(C)C=C(c2ccc(O)cc2)CC(C)(C)N1 | 4
CC(C)Cn1cc(Cl)c(=O)n(CC(C)C)c1=O | 3
O=C(c1ccc(Cl)c([N+](=O)[O-])c1)N1CCN(c2ccc(F)cc2)CC1 | -4
C=CCNC(=O)CSc1ccc(C(=O)Nc2ccccc2C(F)(F)F)cc1[N+](=O)[O-] | -3
Cn1c(SCc2ccc3c(c2)OCO3)nnc1-c1ccccc1 | -3
Cn1c2ccccc2c2c(C(=O)NC3CCCCCC3)cn(C3CCCCC3)c(=O)c21 | -6
COc1ccc(C(=O)NCc2nnc(SCC(=O)N3CCOCC3)o2)cc1 | 1
Cc1csc(NC(=O)CSc2nnc(-c3ccncc3)o2)n1 | 0
O=C(O)c1cccc(N2C(=O)C3CC=C(Cl)CC3C2=O)c1 (configuration not stated) | -1
O=C(Nc1cccc(C(F)(F)F)c1)c1nn2c(c1Br)NC(c1cccs1)CC2C(F)(F)F (configuration not stated) | -6
COCCNC(=O)CN1CCN(Cc2ccccc2C)C1=O | 2
CC1CCN(S(=O)(=O)c2ccc3[nH]cc(C(=O)NC4CCCC(C)C4C)c(=O)c3c2)CC1 (configuration not stated) | -4
CCOC(=O)C1=C(C)Nc2nnnn2C1c1cc(Br)ccc1OC(F)F (configuration not stated) | -2
C(=N/n1c2ccccc2c2ccccc21)/c1ccco1 | -1
O=C1CCCc2nc(N3CCN(Cc4ccccc4)CC3)ncc21 | -4
COc1ccc(C2CC(C(F)(F)F)n3nc(C(=O)Nc4cc(Cl)ccc4O)cc3N2)cc1 (configuration not stated) | 1
COC(=O)C1=C(N)N(c2ccc(F)cc2)C2=C(C(=O)CC(C)(C)C2)C1c1ccccc1 (configuration not stated) | -4
Cc1cccn2c(=O)c3cc(C(=O)NCc4ccc(F)cc4)sc3nc12 | -3
COc1ccc(-n2nnc3c(=O)n(CC(=O)N4CCC(C)CC4)cnc32)cc1 | -5
CCOC(=O)N1CCC(NC(=O)C2CCC(Cn3c(=O)[nH]c4ccccc4c3=O)CC2)CC1 (configuration not stated) | -5
c1ccc(N2CCN(c3nnnn3-c3ccccc3)CC2)cc1 | 6
NC[C@H](O)c1ccc(O)c(O)c1 | -8
Cc1c(Br)c([N+](=O)[O-])nn1CC(=O)N(C)Cc1ccccc1 | 16
Cc1csc(SCC(=O)Nc2ccccn2)n1 | -11
Cc1ccc(NC(=O)Cn2ccnc2)cc1C | -2
COc1cc(OC)cc(C(=O)Nc2cccc(-c3nc4ccccc4s3)c2)c1 | -26
O=C(CN1C(=O)c2ccccc2C1=O)NC(c1ccccc1)c1ccccc1 | 6
Cc1cccn2c(=O)c3cc(C(=O)NCc4ccco4)sc3nc12 | -16
Cc1csc(N(C(=O)c2cccc(S(=O)(=O)N(C)C)c2)c2ccccc2)n1 | -5
O=C1CC(c2ccc3c(c2)OCO3)CC2=C1C(c1ccccc1OCc1ccccc1)Nc1ccccc1N2 (configuration not stated) | -3
COc1ccccc1CNC(=O)c1cnc2ccccn2c1=O | -6
O=C1NC(c2cccc([N+](=O)[O-])c2)C(C(=O)c2ccccc2)C(O)(C(F)(F)F)N1 (configuration not stated) | 6
COc1ccc(NC(=O)CN2CCCN(S(=O)(=O)c3ccc(Br)cc3)CC2)cc1OC | -9
CCOc1ccc(-n2c(SCC(=O)N3CCC(C)CC3)nc3c(c2=O)SCC3)cc1 | -4
COc1ccc(CC(=O)NC2CCCCC2)cc1 | 3
Cn1c2ccccc2c2c(C(=O)N3CCN(c4ccccc4F)CC3)cn(C3CCCCC3)c(=O)c21 | -5
CSCCC(NC(=O)C1CCC(C)CC1)C(=O)N1CCN(c2ccccn2)CC1 (configuration not stated) | -7
COc1ccc(C2CC(=O)C3=C(C2)Nc2ccccc2N(C(=O)C(F)(F)F)C3c2ccccc2Cl)cc1 (configuration not stated) | 5
CC1=C(C(=O)OCCCc2ccccc2)C(c2ccccc2[N+](=O)[O-])CC(=O)N1 (configuration not stated) | -9
Cc1ccc(S(=O)(=O)c2cc3c(=O)n4ccccc4nc3n(CC3CCCO3)c2=N)cc1C (configuration not stated) | -19
CCC(CC)C(=O)Nc1cccc(C(=O)N2CCCCCC2)c1 | -6
COC(=O)c1ccccc1OCC(=O)NC1CCCCC1 | -5
CCOc1ccc(C2(c3cccc(F)c3)CCCCC2)cc1 | 5
CCC1S/C(=N/C(=O)NC2CCCCC2)NC1=O (configuration not stated) | 5
Additional structures follow:
SMILES | 14-3-3 PPI
CC(=O)NC(=O)c1cc2cc(Cl)ccc2oc1=Nc1cccc2ccccc12 | 12
O=S(=O)(c1ccc(Br)cc1)c1cccc(S(=O)(=O)N2CCOCC2)c1 | -11
CCC(=O)N1CCc2cc(S(=O)(=O)NCCc3ccc(OC)c(OC)c3)ccc21 | -3
Cc1cc(NCc2ccc3c(c2)OCO3)ccc1Br | 7
O=C(NC1CCCCC1)C(c1ccc(F)cc1)N(Cc1ccco1)C(=O)Cn1nnc2ccccc21 (configuration not stated) | -2
COc1ccccc1C1/C(=C(\O)c2ccccc2)C(=O)C(=O)N1CCC(=O)O (configuration not stated) | 4
CC(C)NC(=O)c1noc2c1CCCC2 | -6
COc1cc2ccccc2cc1C(=O)Nc1ccc(NC(=O)c2cccs2)cc1 | -4
Cc1ccc(NC(=O)CCC(C(=O)O)N2C(=O)c3ccccc3C2=O)cc1 (configuration not stated) | 2
Cc1ccc(-c2nc(NC(=O)CCc3ccccc3)sc2C)cc1 | -7
Cc1ccccc1-n1c(SCc2ccccn2)nc2n[nH]c(C)c2c1=N | 5
COc1cccc(Oc2cncnc2-c2ccc(OC)cc2O)c1 | -9
CON(C)c1nc(Oc2ccc(=O)[nH]n2)nc(N(C)C)n1 | -2
Cc1occc1-c1nnc(SCC(=O)Nc2nccs2)n1CCc1ccccc1 | -6
CC(=O)C1C(c2ccncc2)NC(=O)NC1(O)C(F)(F)F (configuration not stated) | -5
CCOC(=O)COc1ccc(Oc2nc(C)cc(OC)n2)nn1 | 5

Screening data (PubChem)
